# RPL19A TOR yeast – yeast TOR pathway RPL19A-GFP modulation | S. cerevisiae RPL19A-GFP strain, flow cytometry, 3 h; hits give low values | percent response vs DMSO, % at 10 µM | 0.3% of 330,000 active;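 active means percent response vs DMSO below 50%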;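 further: median channel GFP fluorescence of the barcoded RPL19A-GFP strain; ratio of sample median GFP to plate DMSO average so 100% = DMSO; lower means less RPL19A-GFP as with rapamycin TOR inhibition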
# AGP1-GFP MLPCN – alters AGP1-GFP fluorescence in TOR pathway yeast screen; GFP response vs DMSO, % at 10 µM; 0.02% of 320,000 active; S. cerevisiae AGP1-GFP multiplex flow cytometry, 3 h; GFP as percent of DMSO wells;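 active means GFP response relative to DMSO above a set limit, near screen average plus 3 SD, cut at about 150% in these data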;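 further: median GFP channel fluorescence of the gated AGP1 strain per well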
# LAP4 TOR yeast – yeast TOR pathway LAP4-GFP modulation | 0.34% of 320,000 active | S. cerevisiae LAP4-GFP multiplex, flow cytometry GFP, 3 h; median GFP as percent of DMSO wells | GFP response vs DMSO, % at 10 µM | AID 2023;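 active means GFP response vs DMSO above a set limit, about the screen mean plus 3 SD, cut at about 150% in these data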
# JMJD2C inh – inhibitors of human GASC-1 (JMJD2C) demethylase; inhibition, % at 2.35 µM; AID 2099; GST-JMJD2C(1-420) H3K9me3 demethylation, DELFIA europium; Q9H3R0; 0.069% of 330,000 active;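 active means more than half of a compound's replicate wells show inhibition beyond 50%, single wells judged on their own value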;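 further: signal counts dimethyl H3K9 product captured on neutravidin plate; 0% = median of DMSO wells and 100% = 0.3 times that DMSO median; strong numbers were not always called active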
# Target sequence (Q9H3R0 1-420 limits assumed): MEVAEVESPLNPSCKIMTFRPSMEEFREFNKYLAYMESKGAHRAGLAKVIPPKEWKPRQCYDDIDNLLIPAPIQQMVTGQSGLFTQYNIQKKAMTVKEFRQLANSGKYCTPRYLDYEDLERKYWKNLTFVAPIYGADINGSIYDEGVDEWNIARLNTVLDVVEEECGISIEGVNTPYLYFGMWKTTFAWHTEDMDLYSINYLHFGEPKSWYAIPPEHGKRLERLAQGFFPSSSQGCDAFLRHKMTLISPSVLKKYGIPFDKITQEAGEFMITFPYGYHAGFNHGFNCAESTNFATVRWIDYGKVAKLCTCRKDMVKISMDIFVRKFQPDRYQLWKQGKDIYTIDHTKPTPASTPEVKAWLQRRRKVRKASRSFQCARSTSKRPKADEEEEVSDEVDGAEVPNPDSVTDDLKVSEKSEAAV
# CIT2-GFP yeast – alters CIT2-GFP fluorescence in TOR pathway yeast screen; S. cerevisiae CIT2-GFP strain, flow cytometry, 3 h; 100 means same as DMSO wells; GFP response vs DMSO, % at 10 µM; 0.065% of 320,000 active; AID 2029;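 active means GFP response relative to DMSO above a set limit, near the screen mean plus 3 SD, cut at about 150% in these data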;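 further: ratio of well median GFP fluorescence to mean of DMSO wells on the plate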
# GRK2 aptamer HTS – human GRK2 inhibition via aptamer displacement; bead flow cytometry, FAM-aptamer displacement from GRK2; 0.59% of 330,000 active; inhibition of aptamer binding, % at 10 µM; AID 488847;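 active means inhibition of aptamer binding above 40%, roughly 3 SD of noise, on plates passing a quality check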;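 further: median bead fluorescence of bound FAM aptamer so fluorescent compounds give negative values; no value below 0 was filed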
# Target sequence (P25098 whole entry, looked up): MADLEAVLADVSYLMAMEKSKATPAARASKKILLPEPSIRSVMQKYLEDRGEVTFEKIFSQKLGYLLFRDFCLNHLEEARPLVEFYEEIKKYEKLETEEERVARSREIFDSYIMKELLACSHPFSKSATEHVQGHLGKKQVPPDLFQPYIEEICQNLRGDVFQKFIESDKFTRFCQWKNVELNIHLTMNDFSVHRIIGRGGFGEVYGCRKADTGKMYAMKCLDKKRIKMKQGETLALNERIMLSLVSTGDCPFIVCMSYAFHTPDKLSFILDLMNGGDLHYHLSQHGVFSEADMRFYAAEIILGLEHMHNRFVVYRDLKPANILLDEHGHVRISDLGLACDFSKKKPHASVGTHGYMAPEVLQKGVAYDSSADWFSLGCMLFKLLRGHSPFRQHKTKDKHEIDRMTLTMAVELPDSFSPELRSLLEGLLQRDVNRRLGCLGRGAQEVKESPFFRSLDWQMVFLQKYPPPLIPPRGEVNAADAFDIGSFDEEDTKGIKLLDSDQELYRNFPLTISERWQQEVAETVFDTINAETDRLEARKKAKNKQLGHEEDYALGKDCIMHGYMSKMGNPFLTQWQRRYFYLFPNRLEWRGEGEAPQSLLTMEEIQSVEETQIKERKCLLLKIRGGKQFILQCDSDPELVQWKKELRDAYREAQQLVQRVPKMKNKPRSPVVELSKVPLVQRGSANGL
# MEP2 TOR yeast – yeast TOR pathway MEP2-GFP modulation. AID 2016. 0.51% of 330,000 active. GFP response vs DMSO, % at 10 µM. S. cerevisiae MEP2-GFP strain, flow cytometry GFP, 3 h; 100% = DMSO control level;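 active means GFP response versus DMSO above a set limit, roughly screen mean plus 3 SD, cut at about 180% in these data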;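 further: median GFP fluorescence of the barcode-gated MEP2-GFP cells per well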
# VLA-4 inh – inhibition in a human VLA-4 binding assay; inhibition, % (about 7 µM as worked out from the volumes in the protocol); AID 2557; 0.2% of 330,000 active; VLA-4 expressing cells, ligand binding flow cytometry; P13612; in the data active means inhibition above about 50%
# * = called active by the depositor; / = not tested or not shown; [ ] = dose if it differs, or a comment. The order is random. Share with any hit: about 1.7%.
entry	Compound	RPL19A TOR yeast	AGP1-GFP MLPCN	LAP4 TOR yeast	JMJD2C inh	CIT2-GFP yeast	GRK2 aptamer HTS	MEP2 TOR yeast	VLA-4 inh
1	O=C(c1ccc(Cl)c(Cl)c1)N1CCC(=O)N(C(COCc2ccccc2)Cc2ccccc2)CC1 (stereo not drawn)	90	75	118	16	68	3	86	5
2	O=c1[nH]c(=O)n([C@H]2C[C@H](O)[C@@H](CO)O2)cc1I	104	98	98	/	94	0	103	6
3	COc1ccc(N(CC(=O)NC(C)c2ccccc2)S(=O)(=O)c2ccc(C)cc2)cc1 (stereo not drawn)	99	96	91	-10	103	0	105	2
4	CC1(C)CC(=O)C/C(=N\NC(=O)CCc2ccc(S(=O)(=O)N3CCOCC3)cc2)C1	102	120	106	-2	115	2	109	15
5	COc1ccc(C(C(=O)NCC2CCCO2)N(C(=O)CNC(=O)c2cccs2)c2ccccc2C)cc1OC (stereo not drawn)	96	103	100	-8	93	2	98	3
6	CCN1CCN(C(c2cccs2)C(C)NS(=O)(=O)c2ccc(Br)cc2)CC1 (stereo not drawn)	100	108	104	15	103	0	103	15
7	N#CC1=C(N)NC(SCC(=O)Nc2ccccc2)=C(C#N)C12CCCCC2	98	96	100	1	85	1	90	-22
8	S=c1nc[nH]c2c1cnn2-c1ccccc1	89	73	80	-8	116	0	98	3
9	Cn1c(O)c(N=NC(=O)c2ccccc2O)c2ccccc21	85	96	110	6	85	1	103	-5
10	OC(COCc1cccs1)CN1CCCCCC1 (stereo not drawn)	98	99	99	-39	104	0	105	-2
11	O=C(CCSc1nnc(-c2ccncc2)o1)Nc1ccc(F)cc1	100	101	104	-3	94	3	105	9
12	CC1CCN(S(=O)(=O)c2cc([N+](=O)[O-])ccc2Cl)CC1	106	96	88	6	96	0	92	17
13	N/C(Cn1nnc(-c2ccccc2)n1)=N\O	99	98	101	2	85	4	104	5
14	CCOC(=O)C1CCCN(C(=O)CCc2nnc(-c3ccc(C(C)=O)s3)o2)C1 (stereo not drawn)	94	91	102	-7	95	0	93	-4
15	COc1ccc(NC(=O)NCc2cccnc2)cc1OC	94	97	84	3	100	0	90	-3
16	CCOc1cc(/C=C/C(=O)N(CC)CC(=O)NCc2cccs2)cc(Cl)c1OC	96	103	97	4	100	1	97	-16
17	Cc1cc(C(=O)Nc2cc(C(C)(C)C)on2)c(C)o1	98	106	112	5	101	0	100	5
18	CN(C)c1[nH]c(=O)c(C#N)c2c1CCN2Cc1ccccc1	102	104	96	-1	100	15	101	-16
19	O=C1NCCN/C1=C\C(=O)c1ccccc1	100	101	98	-3	95	0	99	21
20	O=C(c1cccc(OC2CCN(C3CCCC3)CC2)c1)N1CCCCCCC1	111	102	105	-6	101	0	104	-1
21	COc1ccc2cc3cc(C(=O)Nc4cc(OC)c(OC)c(OC)c4)oc3nc2c1	104	107	103	-6	109	0	103	-7
22	CCN1CCc2c(C#N)c(N3CCOCC3)nc(NCCO)c2C1	93	96	111	-6	76	7	109	-8
23	COc1cccc(C2/C(=C(\O)c3ccc4c(c3)OCCO4)C(=O)C(=O)N2CCN(C)C)c1 (stereo not drawn)	101	99	94	-4	96	1	89	1
24	N=c1sccn1CC(=O)Nc1cc(S(=O)(=O)N2CCCCC2)ccc1Cl	101	101	102	6	102	0	103	-8
25	Cc1cc(C(=O)CSc2nnnn2C)c(C)n1CCc1ccc(Cl)cc1	99	109	98	-2	105	0	105	-2
26	CCOC(=O)c1c(NC(=O)c2cccnc2)sc(C)c1C	97	92	106	6	93	0	100	1
27	CC1(C)Cc2c(sc3nc(-c4cc5ccccc5o4)n(N)c(=O)c23)CO1	/	106	105	-3	110	0	103	2
28	CN(CCO)c1nc(N)c2c(N)nc3c(c2c1C#N)CC(=O)N3Cc1cccs1	109	112	103	5	106	2	106	3
29	COCCOc1ccc(C(F)(F)F)cc1NC(=O)c1ccc(C(F)(F)F)cc1	107	105	105	-7	108	1	111	-17
30	COc1ccc2[nH]cc(C(=O)CN3CCN(C4CCCCC4)CC3)c2c1	92	102	99	-11	96	0	101	13
31	COc1cc(/C=C(/C(=O)O)c2ccc(-c3ccccc3)cc2)cc(OC)c1OC	98	97	86	-12	101	2	101	-14
32	Clc1ccc(-c2nc(C3CCCCC3)no2)cc1	95	100	102	-2	98	0	98	6
33	CCC(C)c1ccccc1N1CC(C(=O)N(C)CC(=O)Nc2cccc(F)c2)CC1=O (stereo not drawn)	99	105	107	-4	107	1	108	20
34	Cc1nc2c(C(=O)NCCc3ccccc3)c[nH]n2c(=O)c1Cl	87	88	85	-1	99	1	89	-8
35	Cc1cc(/C=C2\C(=N)N3N=C(CC(=O)N4CCOCC4)SC3=NC2=O)c(C)n1Cc1ccccc1	86	101	127	6	83	0	155	1
36	CCSc1nnc(NC(=O)CSc2nnc(CNC(=O)c3cc(OC)c(OC)c(OC)c3)o2)s1	106	100	91	2	104	3	100	-10
37	CCNC(=S)NNC(=O)c1csc2c1CCCC2	98	103	110	-5	99	5	100	3
38	CCN(CC(=O)NCc1ccc(Cl)cc1)C(=O)C1CCN(S(=O)(=O)c2ccc(OC)c(OC)c2)CC1	96	98	99	-1	87	0	99	9
39	COc1ccc(Oc2coc3c(CN(C)C)c(O)ccc3c2=O)cc1	101	101	89	11	/	37	92	-8
40	Cc1onc(-c2ccccc2)c1CNC(=O)CN1C(=O)c2ccccc2C1=O	96	101	99	-2	87	0	101	20
41	CC1Cc2ccccc2N1C(=O)Cn1c(=O)oc2cc(S(=O)(=O)N3CCCCC3)ccc21 (stereo not drawn)	109	109	110	19	104	0	111	-9
42	CC1Sc2ccc(S(=O)(=O)CCC(=O)NC3CCCCCC3)cc2NC1=O (stereo not drawn)	97	102	101	-3	105	3	93	1
43	O=C(CNC(=O)N1CC(=O)Nc2ccccc21)NCCc1cccc(F)c1	102	96	94	-11	93	0	94	15
44	O=C(COc1ccc(C(=O)c2ccccc2)cc1)NC1CCCCC1	101	96	108	1	96	4	108	9
45	CC(C)NC(=S)NC(=O)c1ccc(Cl)cc1Cl	105	97	105	-9	96	2	113	22
46	O=C(COc1ccc(Cl)cc1)NCCCn1ccnc1	96	101	94	35	104	0	101	-3
47	O=C(Oc1ccc(OC(=O)N2CCCCC2)cc1)c1ccccc1	98	105	99	24	103	0	103	-1
48	C#CCOCCOCCOCCNc1nc(N2CCN(C(=O)[C@H](CCCCN)n3cc(C(N)CO)nn3)CC2)nc(N2CCN(C(=O)[C@H](CCCCN)n3cc(C(N)COC(=O)C(F)(F)F)nn3)CC2)n1 (stereo partly drawn)	93	76	122	17	86	0	84	18
49	CCO[C@@H]1OC(C(=O)NCc2ccccc2)=C[C@H](c2csc3ccccc23)[C@H]1CCCO	99	92	110	4	108	0	90	-7
50	Cc1ccc(CNC(=O)c2ccccc2NC(=O)CN2CC(C)OC(C)C2)cc1 (stereo not drawn)	100	101	95	-9	101	0	97	16
51	O=c1c2ccccc2nnn1CSc1nnc(Nc2ccccc2)s1	99	100	97	20	108	0	100	-13
52	COc1ccc(S(=O)(=O)N2CCc3ccccc32)cc1C(=O)N(CC(C)C)C1CCS(=O)(=O)C1 (stereo not drawn)	88	92	87	62	95	0	87	-5
53	COc1ccc(NC(=O)c2ccc(S(=O)(=O)N3CC(C)OC(C)C3)cc2)cc1 (stereo not drawn)	93	99	98	9	97	3	100	19
54	COc1cccc(/C=C/C(=O)OCC(=O)N2CCCC2)c1OC	98	96	102	5	93	7	100	0
55	COc1ccc(S(=O)(=O)N2CCOCC2)cc1NC(=O)CSc1ncnc2ccccc12	103	41	85	16	82	5	97	9
56	O=C(O)CCC(=O)N1CCN(c2ncccn2)CC1	106	113	116	19	106	0	111	12
57	Cn1cc(/C=C/C(=O)c2ccccc2)c2ccccc21	100	95	125	14	88	1	95	-3
58	Cc1ccc(C2Nc3ccccc3NC3=C2C(=O)OC(C)C3)cc1 (stereo not drawn)	97	98	95	8	101	0	95	0
59	CCCC(=O)N(CCc1ccccc1)Cc1nc2ccccc2c(=O)[nH]1	90	89	/	7	88	0	86	6
60	COc1ccc(C2=NOC(C(=O)Nc3cccnc3Cl)C2)cc1 (stereo not drawn)	106	100	96	-4	99	0	98	1

# Additional results follow:
entry	Compound	RPL19A TOR yeast	AGP1-GFP MLPCN	LAP4 TOR yeast	JMJD2C inh	CIT2-GFP yeast	GRK2 aptamer HTS	MEP2 TOR yeast	VLA-4 inh
61	CC(C)C(=O)NC(c1ccc(N(C)C)cc1)c1c(O)ccc2ccccc12 (stereo not drawn)	98	103	108	5	95	0	95	-1
62	O=C(COC(=O)c1ccco1)NCCc1ccc(Cl)cc1	93	95	97	3	100	0	93	0
63	Cc1ccc(-n2ncc3c2CC(C)(C)CC3NC(=O)CCc2cnn(C)c2)cc1 (stereo not drawn)	97	96	93	-7	97	0	100	-7
64	CN(C)CC(C)(C)CNS(=O)(=O)CC12CCC(CC1=O)C2(C)C (stereo not drawn)	87	82	82	3	91	0	98	-3
65	COc1ccc(CCN2CC(C(=O)NCCc3ccc(C)cc3)CC2=O)cc1OC (stereo not drawn)	102	107	96	-10	81	0	99	-3
66	Cc1cc(C)nc(SCc2cn3ccccc3n2)n1	102	125	129	-1	111	2	106	14
67	CCOc1ccc(N(CC(=O)NCCSCc2ccco2)S(=O)(=O)c2ccc(C)cc2)cc1	99	91	83	2	95	0	98	4
68	CN(C)CCCn1c(SCC(=O)Nc2nccs2)nnc1-c1ccncc1	103	100	96	-3	97	3	108	22
69	Cc1ccccc1-c1nc(CS(=O)CC(=O)NCCCN(C)c2ccccc2)c(C)o1 (stereo not drawn)	98	104	94	1	104	2	90	-8
70	CCOC(=O)CSc1nc2cc(S(=O)(=O)Nc3ccccc3OC)ccc2o1	97	96	94	-7	105	0	93	2
71	COc1ccc(OCCCC(=O)OC(C)C(=O)Nc2ccc(S(N)(=O)=O)cc2)cc1 (stereo not drawn)	96	98	104	-8	96	2	93	4
72	CCn1c(C)nnc1SCC(=O)Nc1cccc(C(F)(F)F)c1	103	100	102	12	98	4	112	9
73	Cc1nn(CCCC(=O)N2CCc3ccccc3C2)c(=O)c2cc3sccc3n12	98	96	101	4	98	5	95	1
74	CC12CCC(=O)N1C(C(=O)Nc1nc3ccc(S(C)(=O)=O)cc3s1)CS2 (stereo not drawn)	99[may fluoresce green]	103[may fluoresce green]	100[may fluoresce green]	-2	102[may fluoresce green]	1	102[may fluoresce green]	4
75	COc1c[nH]n(C2CCCCC2)c(=O)c1=O	95	101	97	3	67	0	92	7
76	COC(=O)CCn1nnc(-c2ccc(C(C)C)cc2)n1	96	92	96	17	90	1	106	0
77	Cc1ccc(C(C#N)c2ccc(Cl)nn2)cc1 (stereo not drawn)	97	98	106	-23	84	0	105	4
78	O=C(NC1CCCCC1)C(c1ccco1)N(C(=O)c1csnn1)c1cccc(F)c1 (stereo not drawn)	94	97	106	3	98	3	95	12
79	N=c1n(CCN2CCCCC2)c2ccccc2n1CC(O)c1cccc(Br)c1 (stereo not drawn)	105	106	104	0	105	0	110	6
80	Cc1nn(-c2ccccc2)c(NC(=O)c2cccs2)c(-c2ccc(Cl)cc2)c1=O	96	90	82	5	92	7	92	11
81	COc1ccc(CC(=O)NC(CC(=O)O)c2cccc([N+](=O)[O-])c2)cc1 (stereo not drawn)	102	108	100	-1	/	0	103	-1
82	COCC(=O)n1nc(-c2ccccc2)nc1NCc1ccc(F)cc1	90	87	92	-18	86	1	93	7
83	Cc1ccc(CN2CCSCC2)c(C)c1	105	100	98	-3	101	3	107	0
84	CN(C)S(=O)(=O)c1c(Cl)cccc1Cl	92	94	100	-1	100	0	93	-5
85	CCOC(=O)c1cnc(SC)nc1Sc1cc(Cl)ccc1Cl	98	92	105	-6	104	0	103	-2
